Bioassay records deposited in PubChem BioAssay by several laboratories.
HIV peptide binding: inhibitors of HIV fusion peptide binding, primary screen, biochemical, uHTS, fluorescence dequenching (AID 1986); cell-free peptide binding, fluorescence dequenching, 30 min; higher % means a stronger effect; one-dose inhibition, % at 20 µM; IC50 in µM for titrated hits; hit rate 0.3% among 290,000; in the data active = inhibition mostly above about 52%, no sharp cut-off; inactive = mostly below about 76%; also: some results filed as inactive read as strong as hits
Autophagy mod: alters autophagy in cells | MEF GFP-LC3 puncta imaging; test concentration mostly 10 µM | calls only at 10 µM (by protocol) | hit rate 0.98% among 190,000;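 active = percentage of spot-positive cells more than 3 SD above its plate mean, without a fluorescence outlier flag or 80% toxicity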;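 also: spot-positive cell cutoff set from DMSO-treated cells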
Yfh1-off respiration: enhancers of respiration in Yfh1-depleted yeast, dose response, Friedreich's ataxia, plus single-dose screen (AID 1465); fold induction at 50 µM, or EC50 in µM where a hit was titrated; hit rate 0.074% among 220,000; S. cerevisiae Yfh1-off respiration, WST-1 reduction, 72 h; higher fold induction means a stronger effect;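 active = fold induction of absorbance versus untreated yeast above a set limit, then at least 30% activation at any dose in follow-up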;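 also: activators that raise dye reduction in frataxin-depleted yeast; strong numbers were not always called active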
WT yeast gro inh: growth inhibition of WT yeast, mitochondrial fusion screen; hit rate 2.1% among 190,000; mitochondrial fusion phenotypic screen, WT strain; inhibition, % at 10 µM; in the data active = inhibition above about 58%; tested in S. cerevisiae
Insulin prom up: MIN6 insulin promoter up-regulation | z-score at 5 µM | MIN6 insulin promoter-GFP reporter, high-content imaging; stronger effect = higher value | AID 1625 | hit rate 0.3% among 190,000;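 active = z-score above 3 at 5 µM with at least 500 cells counted in the well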
AID2073: inhibitors of Mint1-CaV2.2 protein interaction, biochemical, HTRF (AID 2073); HTRF protein-protein interaction, Mint1-CaV2.2; higher % means a stronger effect; one-dose inhibition, % at 20 µM; IC50 in µM for titrated hits; hit rate 0.19% among 290,000; in the data active = inhibition mostly above about 51%, no sharp cut-off; also: some results filed as inactive read as strong as hits
bCat nuc transl: alters nuclear translocation of beta-catenin in HeLa cells. immunofluorescence imaging. nuclear translocation activity, % at 5 µM. hit rate 0.3% among 190,000. AID 1665;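 active = nuclear translocation activity above 50% at 5 µM, with a well cell count of 50 or more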;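 also: per-cell ratio of nuclear to cytoplasmic median beta-catenin stain intensity; plate controls were DMSO negative control for no effect and GSK-3 inhibitor IX positive control for full effect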
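Test system: human HeLa cells, native beta-catenin. Compound dosing: 5 µM primary single dose, 0.1% DMSO, 0.02–20 µM confirmation series. Incubation: compound exposure 24 h at 37°C. Detection: beta-catenin immunostaining with DAPI counterstain, 20x imaging, 6 fields/well. Read-out basis: Nuclear/cytoplasmic beta-catenin signal ratio, % activation.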
Dynein cargo inh: blocks dynein driven cargo transport along microtubules. AID 1381. 3617.4 mouse cells, GR-EGFP nuclear translocation imaging; test concentration mostly 20 µM; stimulated with dexamethasone, 1 µM; stronger effect = lower value. z-score, hits read low. hit rate 0.47% among 220,000;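 active = plate z-score of nuclear minus cytoplasmic receptor signal below a set negative limit, without overly bright fluorescence or cell loss, cut at about -3.5 in these data, passing the limit was not always enough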;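 also: z-score of nuclear minus cytoplasmic ring GR-EGFP intensity difference per well; some compounds called inactive have numbers as strong as hits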
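Buffer or medium: tetracycline-free induction medium containing charcoal-stripped FBS / Reagent: dexamethasone agonist, 1.0 µM final, for 30 min / Technique: automated 10x imaging of fixed Hoechst-stained cells / Times: induction 48 h, compound 1 h, agonist 30 min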
MT stabilize HCS: microtubule stabilizers in HeLa cells; AID 2205; hit rate 0.83% among 200,000; % tubulin-high responders, % at 10 µM; HeLa tubulin immunostaining HCS, 24 h; share of cells brighter than vehicle mean+2SD;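 active = plate Z-score above 3 for both tubulin-high and condensed-nucleus cell shares, with cell loss under 80%, at 10 µM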;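 also: anti alpha tubulin signal scored within the nucleus-defined area of each cell; some results filed as inactive read as strong as hits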
WT yeast gro inh mutant strain: also measured in WT yeast gro inh; calls as there; inhibition, %; mitochondrial fusion phenotypic screen, mutant strain inhibition
Dynein cargo inh cytoplasmic EGFP: second read-out of Dynein cargo inh, no call of its own (marks repeat the call); z-score; measured here: cytoplasmic GR-EGFP intensity; stronger effect = higher value
Dynein cargo inh nuclear GR-EGFP: also measured in Dynein cargo inh; calls as there; z-score; measured here: nuclear GR-EGFP intensity;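 lower value marks the stronger effect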
Dynein cargo inh cell count: further read-out of Dynein cargo inh, marked with its call; z-score; measured here: cell count per field
Insulin prom up cell count: also measured in Insulin prom up; calls as there; cell count; measured here: cytotoxicity, nuclei count;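 total cells summed across four imaged fields per well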
bCat nuc transl cell count 5 µM: further read-out of bCat nuc transl, marked with its call; cell count; measured here: cell count, cytotoxicity flag
MT stabilize HCS Hoechst-high %: recorded beside MT stabilize HCS, whose call it bears; % Hoechst-high responders; measured here: nuclear condensation Hoechst responders;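 share of cells brighter than vehicle mean plus two SD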
MT stabilize HCS cytotoxicity %: also measured in MT stabilize HCS; calls as there; toxicity, %; measured here: cytotoxicity by cell density;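 0% = mean cell density of plate MIN control wells and 100% = no cells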
Autophagy mod cell loss 18 h: further read-out of Autophagy mod, marked with its call; toxicity, %; measured here: cell loss, nuclei count;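 cell loss after 18 h compound exposure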
An asterisk follows results filed as active; i = inactive; nt = not tested or not shown.

SMILES | HIV peptide binding | Autophagy mod | Autophagy mod cell loss 18 h | Yfh1-off respiration | WT yeast gro inh | WT yeast gro inh mutant strain | Insulin prom up | Insulin prom up cell count | AID2073 | bCat nuc transl | bCat nuc transl cell count 5 µM | Dynein cargo inh | Dynein cargo inh cytoplasmic EGFP | Dynein cargo inh nuclear GR-EGFP | Dynein cargo inh cell count | MT stabilize HCS | MT stabilize HCS Hoechst-high % | MT stabilize HCS cytotoxicity %
c1ccc(-c2ccc(-c3[nH]ncc3CN3CCC(N4CCSCC4)CC3)cc2)cc1 | 0.7% | i | 20 | i | 12 | 13 | -0.5 | 1505 | 3% | -1.7 | 918 | 0.18 | -0.33 | 0.36 | 0.9 | 1.7 | 0.7 | 1.0
COc1ccc(O)c(/C=N/NC(=O)CSc2nnc(C)n2-c2ccccc2)c1 | -0.4% | i | 40 | i | -1 | -1 | -0.03 | 1558 | 0% | -1.2 | 1394 | 0.39 | -0.24 | -0.21 | -0.45 | 1.0 | 2.1 | 4.8
Cc1sc(N/N=C/c2cccs2)nc1-c1ccccc1 | 0.6% | i | -7 | i | 7 | 9 | -0.44 | 1371 | -10% | -0.1 | 1106 | -0.24 | -0.24 | 0.12 | 0.071 | 3.9 | 3.3 | 1.5
CNc1nc(C)cc(C)c1S(=O)(=O)c1ccc(C)cc1 | -0.3% | i | 3 | i | 7 | -1 | nt | nt | 1% | nt | nt | -0.21 | -0.23 | -0.4 | 0.17 | 2.2 | 1.8 | 2.0
CCCN1C(=O)C(O)(c2c(C)[nH]c3ccccc23)c2ccccc21 (stereo not drawn) | 2.2% | nt | nt | i | nt | nt | 0.58 | 969 | -23% | 0.2 | 1355 | 0.024 | -0.25 | -0.014 | 0.039 | nt | nt | nt
CCOc1ccc(OCC)c(NC(=O)CSc2nc3cccnc3n2C)c1 | 5.0% | i | -42 | i | 3 | -4 | -0.71 | 1145 | -3% | -0.3 | 550 | 1.1 | -0.076 | 1.3 | -1.3 | 2.4 | 2.5 | 14
Cc1cc(NC(=O)CSc2nc(C3CC3)nc3sc(C)c(C)c23)no1 | -2.5% | i | 4 | i | 1 | -12 | -0.13 | 905 | -6% | 267* | 447* | 0.26 | -0.085 | 0.68 | -0.29 | 34* | 39* | 24*
CC1(C)CC(=O)C2=C(C1)Nc1ccccc1NC2c1nc2ccccc2[nH]1 (stereo not drawn) | 5.7% | i | 3 | i | -3 | 2 | 2.6 | 921 | 10% | -0.1 | 1184 | -0.093 | -0.23 | -0.023 | -0.12 | 5.3 | 1.7 | 11
CCOc1ccc(-n2c(SCC(=O)Nc3ccccc3CC)nc3n[nH]c(C)c3c2=N)cc1 | 2.7% | i | -4 | i | -5 | 3 | -1.2 | 774 | 10% | -0.4 | 1064 | -0.55 | -0.26 | -0.61 | 1.1 | 1.0 | 1.9 | 2.0
COc1cccc(/C=C(/C(=O)OCC(=O)NCC2CCCO2)c2ccccc2)c1 (stereo not drawn) | -1.5% | i | 27 | i | 15 | -1 | -0.25 | 1201 | -4% | -1.0 | 1108 | -0.064 | -0.31 | -0.11 | -0.31 | 4.4 | 1.9 | 11
O=C(NN=C1CCCCCC1)c1cccnc1 | -1.8% | i | -12 | i | 3 | -4 | -0.01 | 1591 | 13% | 0.2 | 997 | -0.4 | -0.24 | -0.44 | 0.76 | 2.7 | 1.9 | 1.9
O=C1CC(/C=C/c2ccccc2)(C(=O)NC2CCCC2)N1c1ccc(S(=O)(=O)N2CCCC2)cc1 (stereo not drawn) | -1.1% | i | 7 | i | -5 | 2 | -0.28 | 1285 | 6% | 0.2 | 1077 | -0.3 | -0.23 | -0.11 | 0.19 | 1.4 | 3.0 | 15
O=C(c1ccc(Cl)cc1)N1CCC(c2nc(-c3cccs3)no2)CC1 | 2.7% | i | 4 | i | 2 | -7 | -1.1 | 1042 | -4% | -7.0 | 1036 | -0.33 | -0.2 | -0.0029 | -0.0098 | 2.4 | 1.6 | 8.5
CC(C)(C#N)NC(=O)c1ccco1 | 0.1% | i | 2 | i | -2 | 7 | -0.4 | 1251 | -2% | -0.6 | 1163 | -0.2 | -0.21 | 0.29 | 0.49 | 4.2 | 2.7 | 16
COc1ccc(-n2c(C)cc(C(=O)NC3CCCCC3)c2C)cc1 | -2.1% | i | -24 | i | 13 | 2 | 2.2 | 1518 | -10% | -1.6 | 1406 | 1.2 | -0.17 | 0.065 | -0.42 | 3.1 | 1.4 | 7.3
Cc1ccc(S(=O)(=O)CCc2nnc(NC(=O)c3ccco3)s2)cc1 | 5.3% | i | 4 | i | 7 | -2 | 0.7 | 1150 | 0% | 2.2 | 1084 | -0.27 | -0.22 | -0.12 | 0.67 | 2.5 | 1.5 | 4.2
O=c1nccc(NCc2ccco2)[nH]1 | -0.7% | i | 5 | i | -8 | -5 | 0.65 | 1108 | -5% | -3.6 | 793 | -0.7 | -0.16 | -0.16 | 1.2 | 9.4 | 1.7 | 9.0
CCCCCN1CC(O)=C(c2nc3ccccc3[nH]2)C1=N | -1.7% | i | -6 | i | 4 | -15 | -0.65 | 1384 | -2% | 0.9 | 1103 | -0.89 | -0.17 | -0.35 | 0.38 | 5.0 | 5.3 | 3.4
CC(=O)CSc1nnc(Cc2ccc([N+](=O)[O-])cc2)o1 | 1.3% | i | -19 | i | -2 | -27 | 0.33 | 1483 | -9% | -1.1 | 1295 | 1.2 | -0.15 | 1.4 | -0.2 | 3.2 | 1.7 | 5.0
CCN(CC)S(=O)(=O)c1ccc(C)c(C(=O)Oc2cccc(-c3cnc4ccccc4n3)c2)c1 | 1.2% | i | -8 | i | -18 | -18 | 0.01 | 1205 | 1% | 1.9 | 490 | -0.5 | -0.19 | -0.55 | 0.88 | 2.2 | 2.9 | 6.2
Cc1cc(C)n(-c2ccc(C(=O)OCC(=O)Nc3ccccc3[N+](=O)[O-])cc2)n1 | 1.3% | i | -3 | i | 0 | 1 | -0.18 | 1295 | 4% | 0.6 | 1021 | -0.28 | -0.21 | -0.23 | 0.39 | 3.8 | 3.4 | 11
CCN1CCN(CC(=O)N2N=C(c3cccs3)CC2c2ccc(C)cc2)C(=O)C1=O (stereo not drawn) | -1.1% | i | 3 | i | -3 | 8 | 0.71 | 1620 | 10% | -6.6 | 1099 | 1 | -0.12 | 0.98 | -1.2 | 3.2 | 2.4 | 3.9
CC(=O)NC(=S)Nc1cccc2ccc(C)nc12 | 3.0% | nt | nt | i | nt | nt | -0.1 | 1055 | -5% | -0.2 | 1319 | 1.1 | -0.097 | 0.62 | -0.76 | nt | nt | nt
O=C(c1ccccc1)c1cccc(NC(=O)C2CC2)c1 | 2.6% | i | -4 | i | 6 | -5 | -0.4 | 865 | 2% | -1.8 | 1148 | -0.48 | 0.055 | -0.12 | 0.82 | 0.9 | 1.2 | 4.6
O=S(=O)(c1ccccc1)N1CCC(N2CCN(c3ccccc3)CC2)CC1 | -0.4% | nt | nt | nt | nt | nt | -0.05 | 1219 | -2% | 2.1 | 1190 | nt | nt | nt | nt | nt | nt | nt
SMILES | HIV peptide binding | Autophagy mod | Autophagy mod cell loss 18 h | Yfh1-off respiration | WT yeast gro inh | WT yeast gro inh mutant strain | Insulin prom up | Insulin prom up cell count | AID2073 | bCat nuc transl | bCat nuc transl cell count 5 µM | Dynein cargo inh | Dynein cargo inh cytoplasmic EGFP | Dynein cargo inh nuclear GR-EGFP | Dynein cargo inh cell count | MT stabilize HCS | MT stabilize HCS Hoechst-high % | MT stabilize HCS cytotoxicity %
CCN(CC)C(=O)Cn1cnc2sc(C(=O)N3CCN(c4ccc(OC)cc4)CC3)c(C)c2c1=O | -1.4% | i | 2 | i | 23 | 17 | nt | nt | 15% | 0.0 | 1194 | -0.56 | -0.26 | 0.016 | 0.68 | 2.0 | 1.6 | 8.3
O=C(Cn1cncn1)NCc1cc(F)ccc1F | -2.2% | i | 14 | i | -8 | 2 | 0.05 | 1432 | 15% | -1.0 | 1002 | -0.92 | -0.31 | -0.38 | 0.75 | 2.9 | 2.2 | 8.3
Cc1ccc(-n2nc3ccc(NC(=O)/C=C/c4ccco4)cc3n2)cc1 | 20% | i | -9 | i | 9 | 0 | -0.35 | 1172 | 17% | -3.5 | 570 | -0.63 | -0.32 | -0.78 | 0.54 | 2.4 | 2.7 | 9.0
Cc1cccc2cc3c(NC(=O)CC(C)C)nn(C)c3nc12 | -0.6% | i | 20 | i | -10 | -5 | 0.32 | 1177 | 30% | 0.0 | 767 | 0.3 | -0.34 | 0.44 | -0.13 | 3.6 | 3.1 | 11
O=C(Nc1ccc(/C=C/c2nc3ccccc3o2)cc1)c1c(F)cccc1F | 0.5% | i | -19 | i | 19 | 25 | -0.06 | 1698 | 11% | 2.2 | 1001 | -0.17 | -0.14 | 0.27 | -0.36 | 1.7 | 1.5 | 5.1
CCc1ccccc1NC(=O)Nc1ccc2c(c1)OCO2 | -1.3% | i | 0 | i | -1 | -5 | 0.14 | 1449 | -3% | 2.2 | 1259 | -0.16 | -0.31 | -0.57 | 1 | 2.4 | 1.6 | 1.5
COCCNC(=O)c1ccccc1N(Cc1ccccc1)S(=O)(=O)c1ccc(C)cc1 | 0.3% | i | 13 | i | -11 | -2 | -0.87 | 1582 | -2% | -0.6 | 1497 | 0.53 | -0.23 | -0.082 | 0.66 | 2.9 | 2.7 | 1.9

3 of the entries above in order of their number in AID2073, highest first:
| smiles | AID2073 |
| --- | --- |
| Cc1cccc2cc3c(NC(=O)CC(C)C)nn(C)c3nc12 | 30% |
| Cc1ccc(-n2nc3ccc(NC(=O)/C=C/c4ccco4)cc3n2)cc1 | 17% |
| CCN(CC)C(=O)Cn1cnc2sc(C(=O)N3CCN(c4ccc(OC)cc4)CC3)c(C)c2c1=O | 15% |
